Screening data as filed in PubChem.
TrxR1 substrate: is turned over as a substrate by rat TrxR1. Potency, µM (doses to about 114 µM), for the others: top-dose activity change, negative = substrate turnover. actives 0.01% (n = 390,000). O89049. AID 588456. purified TrxR1 substrate turnover, NADPH consumption readout; further: potency means the concentration at half of the fitted maximal effect; on the % scale 0 is the no-effect control and ±100 the full control effect; nearly all actives have a fitted effect of over 50% in size
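Rat TrxR1, dispensed at 90 nM, was prereduced with 400 uM NADPH (final) for 5 min at ~22 deg C, then incubated with compound 15 min before 400 uM selenite. A first-read NADPH fluorescence drop versus no-compound background flagged substrates.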
USP1 inh: USP1/UAF1 (human) deubiquitinase inhibition | O94782 | recombinant USP1/UAF1, Ub-Rhodamine cleavage fluorescence | Potency, µM (doses to about 57.1 µM), inactives show at the top dose activity change, negative = inhibition, hits mostly inhibitors | actives 0.23% (n = 390,000); further: potency means the concentration at half of the fitted maximal effect; on the % scale 0 is the no-effect control and ±100 the full control effect; nearly all actives have a fitted effect of over 60% in size; inactives centre near -12
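USP1/UAF1 complex at 1 nM was preincubated with compound for 15 min at room temperature, then Ub-Rho substrate (150nM final) was added. Fluorescence (480/540 nm) was read kinetically, 6 reads every 60 seconds.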
RXFP1 agonist: agonists of human relaxin receptor RXFP1. Q9HBX9. HEK293T-RXFP1 cAMP TR-FRET, 30 min; response scale: percent of porcine relaxin response, buffer zero. Potency, µM (doses to about 57.5 µM), for the others: top-dose activation, actives largely listed as activators. actives 0.3% (n = 370,000). AID 2676; further: potency means the concentration at half of the fitted maximal effect; on the % scale 0 is the no-effect control and ±100 the full control effect; nearly all actives have a fitted effect of over 60% in size; many of its hits are not listed in these tables
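HEK293 cells stably expressing RXFP1, treated 30 min at 37C with compounds plus PDE4 inhibitor Ro 20174; cAMP measured by HTRF TR-FRET. Normalized to buffer and 29 nM porcine relaxin; EC50 by Hill fit.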
LDHA inh: LDHA (human) enzyme inhibition; P00338; purified LDHA, NADH/diaphorase-resazurin fluorescence; hits give low values; activity change, % (values are at about 110 or 230 µM); actives 0.15% (n = 480,000); in the data active means activity change below about -30%; inconclusive means mostly about -25% to -30%;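 further: plate controls were DMSO wells for no effect and wells without enzyme for full effect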
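Resorufin fluorescence (ex540/em590), read at 0 and 20 min after diaphorase/resazurin addition, reports the NADH left after a 5 min room-temperature reaction of 2 nM human LDH5 with 0.06 mM NADH and 0.2 mM pyruvate.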
PI4K2A inh: blocks human PI4K2A kinase activity; actives 0.13% (n = 420,000); activity change, negative = inhibition, % at 76.9 µM; purified PI4K2A, ADP-Glo luminescence, 1 h; hits give low values; in the data active means activity change below about -50%; inconclusive means mostly about -30% to -49%;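 further: -100% = wells without enzyme as full effect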
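ADP-Glo luminescence measured ADP generated by PI4K2A enzyme (4 ug/mL before mixing) with 1.2 mM PI substrate (pre-mix) and 300 microM ATP (pre-mix). Tris pH7.5 buffer with MgCl2, Triton X-100; 1 h reaction at ambient temperature.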
mIDH1 inhibitor: blocks human mutant IDH1 R132H enzyme | IDH1-R132H enzyme, NADPH consumption, diaphorase/resazurin fluorescence | Potency, µM (doses to about 76.6 µM), inactives show top-dose activity change, negative = inhibition, usual class: inhibitors | actives 0.093% (n = 390,000) | AID 602179; further: potency means the concentration at half of the fitted maximal effect; on the % scale 0 is the no-effect control and ±100 the full control effect; nearly all actives have a fitted effect of over 65% in size
Target sequence (O75874 whole entry R132H, stated change not applied): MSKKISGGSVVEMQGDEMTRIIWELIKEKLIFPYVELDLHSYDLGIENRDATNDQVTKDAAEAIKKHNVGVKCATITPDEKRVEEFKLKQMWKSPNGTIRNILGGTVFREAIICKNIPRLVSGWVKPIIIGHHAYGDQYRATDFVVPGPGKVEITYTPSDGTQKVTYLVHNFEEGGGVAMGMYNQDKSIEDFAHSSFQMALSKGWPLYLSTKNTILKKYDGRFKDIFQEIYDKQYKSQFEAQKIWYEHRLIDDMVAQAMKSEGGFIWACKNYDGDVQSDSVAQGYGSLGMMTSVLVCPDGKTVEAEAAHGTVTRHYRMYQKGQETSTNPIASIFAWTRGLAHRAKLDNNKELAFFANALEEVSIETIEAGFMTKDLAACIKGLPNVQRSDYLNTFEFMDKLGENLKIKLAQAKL
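IDH1-R132H (0.5 ug/mL) preincubated 30 min with compound, then NADPH (0.016 mM) and alpha-KG (2 mM) added; 80 min at RT, pH 7.5. Remaining NADPH coupled via diaphorase/resazurin to fluorescence (540/590 nm); concentration-response curves normalized to no-enzyme control.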
GRP78 ERSR act: induces the endoplasmic reticulum stress response in human glioma cells; U87-MG GRP78 promoter luciferase reporter, 16 h; Potency, µM, inactives show at the highest dose activation, actives largely listed as activators; actives 0.02% (n = 420,000); further: potency means the concentration at half of the fitted maximal effect; series mostly up to about 76 µM; % of control where 0% means no effect; nearly all actives have a fitted effect of over 35% in size
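Stably transfected U87-MG glioma cells carrying a GRP78-based luciferase sensor; 16 h compound incubation. Luminescence end-point read 10 min after Bright-Glo addition at room temperature.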
Vif-A3G inh: inhibitors of Vif-APOBEC3G interaction; actives 0.076% (n = 410,000); Potency, µM (highest dose often 46.1 µM), for the others: at the highest dose activity, negative = active, most hits filed as inhibitors; HeLa A3G-eYFP + Vif (tagged APOBEC3G with the HIV-1 protein that degrades it), YFP fluorescence, overnight; Q9HC16;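 further: potency means the concentration at half of the fitted maximal effect; on the % scale 0 is the no-effect control and ±100 the full control effect; nearly all actives have a fitted effect of over 60% in size; hits raise eYFP signal because A3G escapes Vif-driven loss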
Target sequence (Q9HC16 whole entry, looked up): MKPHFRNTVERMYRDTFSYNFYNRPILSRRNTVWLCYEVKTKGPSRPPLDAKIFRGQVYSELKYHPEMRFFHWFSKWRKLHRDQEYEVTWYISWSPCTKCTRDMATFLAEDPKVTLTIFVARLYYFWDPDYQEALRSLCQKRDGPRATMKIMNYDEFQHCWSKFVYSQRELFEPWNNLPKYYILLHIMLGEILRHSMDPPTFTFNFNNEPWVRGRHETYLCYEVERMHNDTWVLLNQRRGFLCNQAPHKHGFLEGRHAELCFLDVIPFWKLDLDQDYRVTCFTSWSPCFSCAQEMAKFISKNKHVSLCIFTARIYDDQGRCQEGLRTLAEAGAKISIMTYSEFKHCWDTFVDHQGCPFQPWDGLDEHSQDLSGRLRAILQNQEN
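Read-out is eYFP fluorescence (Ex 488/Em 500-530) from Vif-expressing HeLa A3G-eYFP cells; more signal means A3G escaped Vif-mediated degradation. Cells plated overnight, compound pinned in, incubated overnight at 37 deg C.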
Vif-A3F inh: blocks the Vif interaction with APOBEC3F. HeLa A3F-eYFP + Vif (tagged APOBEC3F with the HIV-1 protein that degrades it), YFP fluorescence increase. Potency, µM (series often up to 46.1 µM), for the others: at the highest dose activity, negative = active. actives 0.2% (n = 390,000); further: potency means the concentration at half of the fitted maximal effect; % of control where 0% means no effect; nearly all actives have a fitted effect of over 65% in size
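HeLa cells stably expressing A3F-eYFP plus Vif, plated and incubated overnight at 37 deg C, then exposed to compounds overnight at 37 deg C. Blocked degradation read as raised yellow fluorescence (Ex 488/Em 500-530).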
An asterisk follows results filed as active; ? = inconclusive; nt = no result given; [ ] = remark or other dose. Unless noted, the call rests on the fitted dose curve; in most records, active means well fitted curve in the direction sought with a large enough effect; inconclusive means small, poorly fitted or top-dose-only effect, or another doubt; inactive means no such curve, though single readings can be large; an effect the other way counts as inactive or inconclusive.

Molecule,TrxR1 substrate,Vif-A3F inh,USP1 inh,LDHA inh,Vif-A3G inh,RXFP1 agonist,GRP78 ERSR act,PI4K2A inh,mIDH1 inhibitor
CCOc1ccc(N2C(=O)Nc3ccccc3C2(O)C(=O)N2CCN(c3ccccn3)CC2)cc1 (stereo not drawn),11%,-6%,-14%,0,-10%,1.7%,-3%,1,8%
COc1ccc(NC(=O)c2ccc(CNS(=O)(=O)c3ccc4c(c3)C(C)(C)C(=O)N4C)cc2)cc1,1%,-8%,12%,0,-6%,2.7%,-2%,-2,0%
O=C1CCc2ccc(NS(=O)(=O)c3ccc(F)cc3)cc2N1,0%[57.1 µM],-12%,-23%,-2,1%,1.4%,-1%,1,9%
CCOC(=O)C1(C)CCCN1C(=O)c1csnn1 (stereo not drawn),nt,nt,nt,0,-3%,nt,-2%,-3,nt
CCc1ccccc1NC(=O)c1cc2nc(-c3ccc(Br)cc3)cc(C(F)(F)F)n2n1,2%[57.1 µM],-2%,6%,2,-7%,2.5%,1%,0,3%
N#Cc1ccc(-c2cccs2)nc1SCC(=O)Nc1cccc(C(F)(F)F)c1,11%,-21%,-33%,-2,-14%,5.0%,12%,7,14%
c1ccc(-c2cccs2)nc1,-1%[57.1 µM],-5%,5%,-6,0%,3.5%,2%,0,-5%
O=C(COC(=O)Cc1ccc(Cl)cc1Cl)NCc1ccco1,nt,-6%,0%,-14,-1%,nt,-3%,3,1%
O=C(Cc1ccccc1)NCCSC1CCCCC1,1%,-2%,-12%,5,0%,-4.2%,5%,0,2%
O=C(CN1C(=O)NC2(CCCc3ccccc32)C1=O)Nc1ccccc1OC(F)F (stereo not drawn),-6%,-7%,-15%,-4,-11%,2.4%,-5%,-1,-11%
CCCN1/C(=C2/SC(=S)N(CC)C2=O)C=Cc2ccccc21,11%[57.1 µM],-9%,-27%,-3,4%,-2.4%,-5%,3,4%
N#C/C(=C\c1c(N2CCOCC2)nc2ccccn2c1=O)C(=O)NC1CCS(=O)(=O)C1 (stereo not drawn),404%[activator][57.1 µM],11%,10%,1,1%,?,2%,-4,2%
COC(=O)c1sccc1S(=O)(=O)N(CC(=O)NCc1ccc(F)cc1)c1ccc(C)c(C)c1,4%[57.1 µM],0%,-18%,-4,-1%,25%,-2%,0,0%
COC(=O)C1=C(C)N(Cc2ccccc2)C(=S)N[C@H]1c1cccc(C(F)(F)F)c1,-8%,-1%,11%,2,-2%,-0.1%,-2%,1,-9%
CCCCN1CCNC[C@H]1Cc1ccc(O)cc1,0%[57.1 µM],5%,-17%,-3,1%,3.7%,-1%,-2,-10%
COc1ccccc1C(=O)NC(=O)COC(=O)c1ccc([N+](=O)[O-])cc1,-1%,2%,3%,-2,0%,-0.1%,-3%,-5,0%
C[C@@H]1CN([C@H](C)CO)C(=O)CCCn2nncc2CO[C@H]1CN(C)S(=O)(=O)c1ccc(F)cc1,nt,-8%,4%,-23,1%,nt,-5%,5,0%
O=C(NCc1ccccn1)c1cccc(S(=O)(=O)Nc2ccccc2Cl)c1,0%,7%,-12%,-3,1%,4.3%,-1%,2,-8%
COc1ccc(C(=O)Cn2c(=O)n3nc(CCn4nc(C)cc4C)nc3c3cc(OC)c(OC)cc32)cc1,6%[57.1 µM],8%,6%,3,8%,4.9%,-1%,-3,-9%
CCOC(=O)C1=C(COC(=O)C2CC(=O)N(c3ccc(C)cc3)C2)NC(=O)NC1C (stereo not drawn),7%[57.1 µM],4%,-19%,-3,0%,0.4%,-3%,3,-12%
COn1c(=S)[nH]c2ccccc2c1=O,6%,6%,-15%,-11,2%,0.1%,-2%,17,-8%
COCCCNc1nc2ccccc2nc1NS(=O)(=O)c1ccc(Cl)cc1,1%,-6%,-7%,-5,3%,0.0%,-5%,3,3%
CC(=O)c1ccc(NC(=O)c2cc3sccc3n2Cc2ccc(Cl)cc2)cc1,-5%,-5%,-21%,0,3%,7.0%,-9%,-1,0%
CCO[C@H]1OC(C(=O)Nc2ccccc2)=C[C@@H](c2ccc(C(F)(F)F)cc2)[C@@H]1CCCO,-4%,-9%,-28%,9,-4%,-2.2%,-7%,-3,-6%
Cc1ccc(C(=O)C[n+]2cccc(C(N)=O)c2)cc1,6%[57.1 µM],5%,4%,-2,1%,1.1%,2%,0,19%
CCCCOc1ccc(C(=O)NCC(=O)NC2CCC(C)CC2)cc1 (stereo not drawn),-11%,-24%,-2%,-3,-6%,1.2%,-6%,3,9%
CC(=O)Nc1ccc(-c2cc(N)n(-c3ccccc3)n2)cc1,-6%,3%,-14%,-2,0%,-2.1%,-1%,-21,5%
Cc1ccc(SCc2noc(C(=O)NCC3CCCO3)c2C(=O)O)cc1C (stereo not drawn),-2%,1%,-18%,-3,-1%,2.5%,-5%,-1,-8%
CCOc1ccc(N2CC(O)=C(c3ccccc3)C2=N)cc1,3%[11.4 µM],2%,4%,-5,2%,1.1%,-6%,-2,6%
O=C(COc1ccc(Cl)cc1Cl)Nc1ccc2nc3n(c(=O)c2c1)CCCC3,-5%,-18%,-23%,-9,-9%,1.8%,-7%,-1,-3%
COc1ccc(C(C)=O)cc1COC(=O)C(CO)NS(=O)(=O)c1ccc(Br)cc1 (stereo not drawn),5%[57.1 µM],0%,-20%,-8,2%,0.4%,-5%,1,4%
COc1ccc(Cl)cc1NC(=O)CSC1=Nc2ccccc2C2=NC(CCC(=O)NCc3ccco3)C(=O)N12 (stereo not drawn),2%,1%,-9%,-19,-5%,4.2%,2%,-2,-6%
COc1ccccc1Cc1c(-c2ccco2)nc2ccc(Cl)cn12,nt,nt,nt,-3,?,nt,-4%,-18,nt
COc1ccccc1CCNC(=O)C(=O)NCC1OCCN1C(=O)c1ccc(Cl)cc1 (stereo not drawn),-2%,3%,-14%,-6,2%,0.3%,-2%,1,1%
C[C@H](CO)N1C[C@H](C)[C@@H](CN(C)S(C)(=O)=O)Oc2ccc(NC(=O)CCN3CCOCC3)cc2C1=O,5%,1%,-19%,-4,4%,nt,-3%,-1,4%
O=C(O)C1=C(C(=O)Nc2cccc(C(F)(F)F)c2)CCCC1,-2%,-12%,-24%,-4,-13%,-0.3%,-3%,-7,8%
COc1ccc(CCN(C)C(=O)C2CCN(Cc3ccccc3)CC2)cc1OC,8%[57.1 µM],9%,-12%,?,0%,-0.1%,-3%,12,-9%
COc1cccc(NC(=O)CCc2c(C)nc3ncnn3c2C)c1,5%,0%,-25%,-2,2%,10%,0%,-6,-1%
Cc1ccc(OCC(=O)Nc2ccc(CN3CCOCC3)cc2)cc1,-6%,-4%,-8%,0,1%,-0.8%,-5%,-17,-19%
O=C(CSc1nc2cc(Cl)ccc2s1)c1ccco1,6%,-8%,-16%,2,-18%,1.3%,9%,-2,34%[activator]

Entries of single compounds, looked up by structure. Order of screens: TrxR1 substrate	Vif-A3F inh	USP1 inh	LDHA inh	Vif-A3G inh	RXFP1 agonist	GRP78 ERSR act	PI4K2A inh	mIDH1 inhibitor
Entry for `N#Cc1ccc(-c2cccs2)nc1SCC(=O)Nc1cccc(C(F)(F)F)c1` = 11%	-21%	-33%	-2	-14%	5.0%	12%	7	14%
Entry for `COc1ccccc1C(=O)NC(=O)COC(=O)c1ccc([N+](=O)[O-])cc1` = -1%	2%	3%	-2	0%	-0.1%	-3%	-5	0%

Continuation.
Molecule,TrxR1 substrate,Vif-A3F inh,USP1 inh,LDHA inh,Vif-A3G inh,RXFP1 agonist,GRP78 ERSR act,PI4K2A inh,mIDH1 inhibitor
O=C1C=C(Nc2ccc(F)cc2)c2ccccc2C1=O,-20%,-21%,25µM*,24,-7%,-0.8%,4%,-6,6%
CC(C)Oc1ccc(/C=C(/NC(=O)c2ccccc2)C(=O)NC(Cc2ccccc2)C(=O)O)cc1 (stereo not drawn),-18%,-7%,-22%,-8,0%,-1.7%,0%,1,10%
Cn1cc(C(=O)NCCc2ccccc2)c(=O)c2cc(S(=O)(=O)N3CCOCC3)ccc21,-12%,2%,?,-4,1%,nt,-2%,4,-13%
CCCCNC(=O)C(=O)N/N=C/c1ccc(OCc2ccccc2)cc1,3%,-1%,-10%,-2,0%,1.3%,5%,-8,-12%
COc1ccc(NC(=O)NCc2cccnc2)c(OC)c1,2%,-8%,-7%,0,3%,-3.8%,-1%,3,7%
Cc1cc(NC(=O)CSc2nnc(NC(=O)C3CC(=O)N(c4ccccc4C)C3)s2)no1 (stereo not drawn),5%,1%,-8%,3,1%,2.2%,-6%,-7,3%
CSCCC(NS(=O)(=O)c1ccccc1F)C(=O)NCC(c1ccc(F)cc1)N1CCOCC1 (stereo not drawn),6%[57.1 µM],3%,-10%,-4,1%,-0.5%,-5%,-9,-5%
COc1cc(C(=O)OCC(=O)NCCC2=CCCCC2)ccc1OCC(C)C,-3%,6%,-2%,-3,2%,3.9%,-1%,2,-2%
Cc1ccc(C)c(N2CCN(C(=O)c3cccn4c(=O)c5ccccc5nc34)CC2)c1,-3%[57.1 µM],1%,4%,-3,3%,-2.0%,-2%,-2,21%
O=C(Nc1ccc(C(=O)N2CCOCC2)cc1)c1ccc([N+](=O)[O-])cc1,3%,-16%,?,-4,0%,1.5%,-4%,-2,0%

An excerpt. The share of hits here may be higher or lower than overall.
